Source: PubChem (National Center for Advancing Translational Sciences (NCATS))
HT1080 IDH1KD tx: kills HT-1080 cells with IDH1 knockdown; HT-1080 IDH1 knockdown viability, ATP luminescence, 48 h; Potency, µM (doses to about 46.1 µM), inactives show at the top dose activity, negative = toxicity, actives largely listed as cytotoxic; actives 2% (n = 360,000); AID 686971;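 further: 0% = DMSO wells and -100% = cell-free medium wells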
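CellTiter-Glo luminescence after 48 h compound exposure at 37 degrees C of IDH1-knockdown HT-1080 cells in 5% FBS RPMI. %Activity scaled between DMSO wells and cell-free media wells, with curves fitted and assigned curve classes.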
KB-3-1 cytotox: KB-3-1 parental cell cytotoxicity; AID 1347075; Potency, µM (titrated, usually from 46.1 µM), for inactives: at the highest dose activity change, negative = cytotoxic, hits mostly cytotoxic; KB-3-1 viability, CellTiter-Glo ATP luminescence, 72 h; actives 1.4% (n = 400,000); further: on the % scale 0 is the no-effect control and ±100 the full control effect; nearly all actives have a fitted effect of over 60% in size
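Cells are dispensed, compounds pinned in, plates held at 37 °C for 72 h, then CellTiter-Glo is added and luminescence read after 10 minutes. Cell line: parental KB-3-1 in phenol-red-free DMEM, 10% FBS.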
SW480 rerep: inducers of DNA re-replication in SW480 colon cancer cells; SW480 DNA re-replication, Hoechst DNA content imaging, 48 h; Potency, µM (titrated, usually from 46.1 µM), without a hit: at the top dose re-replication activation, usual class: activators; actives 1.8% (n = 340,000); AID 624297; further: % of control where 0% means no effect; nearly all actives have a fitted effect of over 55% in size
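First, 250 cells per well were seeded. Next, compound or vehicle (23 nL) was pinned in, plates sat 48 hr at 37 C. Finally Hoechst was added for 40 min before fluorescence scanning.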
TDP-43 yeast inh: inhibitors of TDP-43 toxicity in yeast; actives 1.8% (n = 410,000); TDP-43 expressing yeast growth rescue, BacTiter-Glo, 24 h; AID 652104; Potency, µM (titrated, usually from 46.1 µM), for the others: top-dose growth rescue (activation), usual class: activators; further: % of control where 0% means no effect; nearly all actives have a fitted effect of over 50% in size
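Cell-based yeast growth screen: TDP-43 expression induced in galactose, inoculum OD600=0.02 after raffinose pregrowth to mid-log. Read-out BacTiter-Glo luminescence at 24 hr, 30 deg C; inhibition of toxicity seen as signal increase.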
GLP1R inv ag: inverse agonists of human GLP-1 receptor; HEK293 GLP-1R CRE-luciferase, luminescence, 24 h; GLP-1R form is constitutively active; P43220; actives 1.6% (n = 410,000); Potency, µM (titrated, usually from 38.3 µM), without a hit: at the highest dose activity change, negative = inhibition, hits mostly inhibitors; further: on the % scale 0 is the no-effect control and ±100 the full control effect; nearly all actives have a fitted effect of over 55% in size
Target sequence (P43220 whole entry, looked up): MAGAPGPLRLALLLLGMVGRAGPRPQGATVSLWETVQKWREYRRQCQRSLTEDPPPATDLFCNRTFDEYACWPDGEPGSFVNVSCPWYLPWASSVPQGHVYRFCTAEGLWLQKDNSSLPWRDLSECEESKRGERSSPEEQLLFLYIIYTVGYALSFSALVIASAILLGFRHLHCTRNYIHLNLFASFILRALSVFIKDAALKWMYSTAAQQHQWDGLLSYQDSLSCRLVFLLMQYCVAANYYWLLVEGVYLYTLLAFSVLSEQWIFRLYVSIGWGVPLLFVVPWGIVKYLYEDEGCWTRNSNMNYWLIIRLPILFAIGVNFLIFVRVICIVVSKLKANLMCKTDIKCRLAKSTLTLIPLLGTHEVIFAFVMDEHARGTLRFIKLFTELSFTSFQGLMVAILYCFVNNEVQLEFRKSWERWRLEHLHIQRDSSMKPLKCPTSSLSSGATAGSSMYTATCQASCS
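Assay principle: reduced luminescence from a cAMP-responsive reporter in HEK293 cells co-expressing a constitutively active GLP-1R. Conditions: 24 hr compound incubation, 37 deg C, 5% CO2.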
KB-V1 MDR tox: kills drug-selected multidrug resistant KB-V1 cells | KB-V1 MDR cells viability, CellTiter-Glo, 72 h | Potency, µM (series often up to 46.1 µM), inactives show top-dose activity change, negative = cytotoxicity, actives largely listed as cytotoxic | actives 3.4% (n = 400,000); further: on the % scale 0 is the no-effect control and ±100 the full control effect; nearly all actives have a fitted effect of over 60% in size
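Cells of the MDR subline KB-V1 are plated, dosed with compound at multiple concentrations, and incubated 72 h at 37 degrees C; CellTiter-Glo is then added and luminescence read after 10 min.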
GLP1R ag: agonists of human GLP-1 receptor; actives 0.007% (n = 380,000); HEK293 GLP-1R CRE-luciferase, luminescence, 4-6 h; cells express a hypersensitive GLP-1R form; P43220; Potency, µM (highest dose often 45.6 µM), for inactives: at the top dose activation, hits mostly activators; further: % of control where 0% means no effect
GLP1R cytotox: cytotoxic in the GLP-1 receptor inverse agonist counter-screen. Potency, µM (top dose mostly 38.3 µM), for the others: top-dose activity change, negative = inhibition, most hits filed as inhibitors. HEK293 cAMP-luciferase reporter cells, luminescence, 24 h. actives 0.13% (n = 410,000);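 further: loss of luciferase light is scored as toxicity; on the % scale 0 is the no-effect control and ±100 the full control effect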
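Seeding density was 200 cells/uL; after overnight-length (12 h) culture, 23 nL compounds went on for 24 h at 37 °C. Readout used a luciferase detection reagent, luminescence taken after 12 min at room temperature.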
HT1080NT lethal: kills 2HG-producing HT-1080-NT fibrosarcoma cells. HT-1080-NT fibrosarcoma viability, CellTiter-Glo ATP luminescence, 48 h. actives 1.6% (n = 360,000). Potency, µM (doses to about 46.1 µM), for inactives: at the highest dose activity, negative = less viability, most hits filed as cytotoxic;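 further: NT is the 2HG producing partner of a matched IDH1 knockdown line; 0% = DMSO-treated cells and -100% = media-only wells without cells; nearly all actives have a fitted effect of over 55% in size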
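HT-1080-NT; 750 cells/well; 5% FBS RPMI; 48 h compound, 37 degrees C; CellTiter-Glo luminescence; curve fitting and curve-class assignment.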
Starred values were filed as active, the others as inactive; ? = inconclusive; . = no result given; & = joins results of further samples; [ ] = remark or other dose. The call rests on the fitted dose curve; in most records, active means well fitted curve in the direction sought with a large enough effect; inconclusive means small, poorly fitted or top-dose-only effect, or another doubt; inactive means no such curve, though single readings can be large; an effect the other way counts as inactive or inconclusive. Potency means the concentration at half of the fitted maximal effect.

Labels used below: A = HT1080 IDH1KD tx; B = KB-3-1 cytotox; C = SW480 rerep; D = TDP-43 yeast inh; E = GLP1R inv ag; F = KB-V1 MDR tox; G = GLP1R ag; H = GLP1R cytotox; I = HT1080NT lethal
FC(F)(F)c1cnc(Sc2nc3nccc(-c4ccc(Cl)cc4)n3n2)c(Cl)c1
  A: -2%	B: -2%	C: 16µM*	D: -11%	E: 0%	F: -21%	G: 1%	H: 1%	I: 15%
Cc1cccc(C(=O)O/N=C2\CCCc3ccccc32)c1
  A: 1%	B: 14%	C: -3%	D: 11µM*	E: -12%	F: ?	G: -8%	H: -16%	I: 3%
Cc1cccc(NC(=O)CSCC(=O)N2CCCc3ccccc32)c1
  A: 19%	B: 1%	C: 0%	D: ?	E: ?	F: -10%	G: 11%	H: 1%	I: 1%
Cc1ccc(C)c(CN2CCC(n3nccc3NC(=O)CCCc3ccccc3)CC2)c1
  A: -17%	B: -21%	C: ?	D: 0%	E: ?	F: -9%	G: -3%	H: ?	I: -16%
CCc1ccccc1NC(=O)Cc1ccc(-n2cccc2)cc1
  A: -8%	B: -3%	C: 7%	D: 20%	E: -16%	F: 2%	G: 0%	H: 9%	I: -7%
Cn1cc(CCCC(=O)NCc2ccc(F)cc2)c2ccccc21
  A: -10%	B: -18%	C: 5%	D: ?	E: ?	F: ?	G: 7%	H: -6%&-1%	I: -17%
CCc1cccc(NC(=O)CCCn2nc(CC)n3c(cc4occc43)c2=O)c1
  A: 5%	B: 2%	C: -2%	D: 14%	E: -5%	F: -12%	G: 8%	H: -16%	I: 2%
COc1ccc(C2=NC(=O)/C(=C\c3cc(OC)c(OC)c(OC)c3)O2)cc1
  A: -1%	B: -8%	C: 4%	D: -27%	E: 6%	F: 4%	G: 9%	H: 2%	I: -3%
CCOc1ccccc1C1CC(=O)NC(C)=C1C(=O)OCc1ccc(C)cc1 (stereo not given)
  A: .	B: 2%	C: .	D: ?	E: -9%	F: -17%	G: -4%	H: 0%	I: .
CCOc1ccc(NC(=S)NC(C)C(c2ccccc2)N2CCN(C)CC2)cc1 (stereo not given)
  A: -4%	B: 23%	C: 0%	D: 7%	E: ?	F: -20%	G: 6%	H: -3%	I: -7%
Cc1cc(O)c(C(=O)Cc2csc(C)n2)c(O)c1
  A: 15%	B: 3%	C: 0%	D: 19%	E: 9%	F: 16%	G: -1%	H: 3%	I: 13%
CC(NC(=O)CCn1nc(-c2ccc(Cl)cc2)ccc1=O)c1ccccc1 (stereo not given)
  A: 3%	B: -3%	C: 2%	D: -5%	E: 14%	F: 0%	G: -5%	H: 2%	I: 3%
Cc1cc(OC(C)C(=O)N(Cc2cccs2)C2CCS(=O)(=O)C2)ccc1Cl (stereo not given)
  A: -11%	B: 2%	C: -12%	D: 8%	E: ?	F: -2%	G: -1%	H: 1%	I: -7%
CC1CCc2cc(F)ccc2N1C(=O)C1(C)CC1(Cl)Cl (stereo not given)
  A: -14%	B: 0%	C: -4%	D: -12%	E: ?	F: -18%	G: 12%	H: -4%	I: 0%
Cc1ccc2c(c1)N(CC(=O)N1CCc3ccccc3C1)C(=O)CO2
  A: 9%	B: 2%	C: -7%	D: -19%	E: 1%	F: -20%	G: -8%	H: -11%	I: 13%
CCCCN1CCCCC1C(=O)Nc1c(C)cccc1C (stereo not given)
  A: 0%	B: ?	C: -18%	D: 15%	E: -5%	F: -21%	G: 9%	H: 1%	I: 15%
Nc1nc(N)c2[nH]c(=S)[nH]c2n1
  A: -8%	B: -12%	C: -2%	D: -5%	E: 15%	F: 0%	G: 10%	H: -4%	I: -3%
COC(=O)c1nc(-c2ccccc2)nc(-c2ccccc2)c1C(=O)OC
  A: 4%	B: ?	C: -19%	D: 1%	E: 0%	F: -5%	G: 9%	H: -1%	I: 0%
CN(C)c1ccc(C(=O)C(O)c2ccccc2Cl)cc1 (stereo not given)
  A: -13%	B: 0%	C: -2%	D: -13%	E: -27%	F: -16%	G: 17%	H: -2%	I: -8%
CC(Sc1nc(-c2ccccc2)cc(C(F)(F)F)n1)C(=O)Nc1sc2c(c1C(N)=O)CCC2 (stereo not given)
  A: 13%	B: 0%	C: -1%	D: 22%	E: 4%	F: -6%	G: 1%	H: -4%	I: 12%
Cc1cccn2c(=O)nc(SCC(=O)c3ccccc3)nc12
  A: 10%	B: ?	C: -4%	D: 20%	E: 19%	F: -8%	G: -6%	H: 4%	I: 11%
COc1ccccc1-n1cn[nH]c1=S
  A: ?	B: 3%	C: ?	D: -10%	E: -14%	F: 18%	G: 15%	H: -27%	I: -30%
S=C(Nc1cccc(Cl)c1)Nc1ccc2cn[nH]c2c1
  A: -8%	B: 13%	C: -8%	D: ?	E: -14%	F: -4%	G: 11%	H: -7%	I: 15%
CC(=O)C1=C(O)C(=O)N(Cc2ccco2)C1c1cccc(F)c1 (stereo not given)
  A: 4%	B: 0%	C: -2%	D: -12%	E: -3%[7.66 µM]	F: -4%	G: -3%	H: 10%[7.66 µM]	I: 18%
COc1ccc2c(c1)cc(C(=O)N[C@@H](Cc1ccccc1)C(=O)N[C@@H](C)C(=O)O)n2C
  A: 2%	B: 18%	C: -6%	D: -11%	E: 8%	F: 10%	G: 10%	H: -3%	I: 19%

A few values from the results shown:
Entry of FC(F)(F)c1cnc(Sc2nc3nccc(-c4ccc(Cl)cc4)n3n2)c(Cl)c1 in GLP1R ag: 1%
Entry of CCCCN1CCCCC1C(=O)Nc1c(C)cccc1C (stereo not given) in SW480 rerep: -18%
Entry of S=C(Nc1cccc(Cl)c1)Nc1ccc2cn[nH]c2c1 in HT1080 IDH1KD tx: -8%

More records:
Labels used below: A = HT1080 IDH1KD tx; B = KB-3-1 cytotox; C = SW480 rerep; D = TDP-43 yeast inh; E = GLP1R inv ag; F = KB-V1 MDR tox; G = GLP1R ag; H = GLP1R cytotox; I = HT1080NT lethal
CC(NNC(=S)N1CCN(c2ccccn2)CC1)c1nccc2ccccc12 (stereo not given)
  A: ?	B: ?	C: ?	D: ?	E: -22%	F: 0.46µM*	G: -1%	H: ?	I: -19%
O=C1CCC/C(=N/NC(=O)c2ccc(NS(=O)(=O)c3cccs3)cc2)C1
  A: -3%	B: -4%	C: -7%	D: -14%[9.22 µM]	E: 19%	F: -12%	G: 0%	H: -2%	I: -1%
CC(C)c1ccccc1NC(=S)N(C)C
  A: 0%	B: -7%	C: -4%	D: -27%	E: 0%	F: 20%	G: 4%	H: 12%	I: -6%
COc1ccc(CC(=O)n2nc(-c3ccc(Cl)cc3)nc2NCc2ccco2)cc1
  A: ?	B: ?	C: ?	D: -17%	E: 0%	F: -9%	G: 7%	H: -4%	I: 2%[9.24 µM]
O=C(Nc1cccc(C(F)(F)F)c1)c1cccnc1NCCO
  A: 2%	B: 2%	C: -4%	D: 4%	E: 23%	F: -15%	G: -4%	H: 5%	I: 2%
COc1ccc(NC(=O)Cn2nc(Cc3cccnc3)c3ccccc3c2=O)cc1OC
  A: 1%	B: -17%	C: -3%	D: -2%	E: 38%[activator]	F: -17%	G: -1%	H: -7%	I: -14%
O=C(CC1C(=O)NCCN1C(=O)Nc1ccc(F)cc1F)Nc1ccc(F)cc1 (stereo not given)
  A: -7%	B: 1%	C: 251%	D: -26%	E: -17%	F: -2%	G: 5%	H: ?	I: -14%
O=C1ON=C(c2ccccc2)/C1=C/c1ccc(-c2ccccc2[N+](=O)[O-])o1
  A: ?	B: ?	C: ?	D: ?	E: -19%	F: ?	G: -35%[inhibitor]	H: -18%	I: -23%
COCCNC(=O)C(Cc1c[nH]c2ccccc12)NC(=O)OCc1ccccc1 (stereo not given)
  A: 0%	B: -3%	C: -6%	D: -3%	E: -27%	F: -2%	G: 8%	H: -2%	I: 8%
Cc1cc(CN(C)C(=O)CC2C(=O)NCCN2Cc2ccc(F)c(F)c2)on1 (stereo not given)
  A: 5%	B: 12%	C: 6%	D: .	E: 5%	F: 28%	G: 3%	H: 1%	I: 16%
O=C(Nc1ccc(Cc2ccc(NC(=O)N3CCOCC3)cc2)cc1)N1CCOCC1
  A: -4%	B: 5%	C: -3%	D: 1%	E: 0%	F: 22%	G: -9%	H: -10%	I: 0%
CCCOc1cccc(C(=O)Nc2ccc(Br)cc2F)c1
  A: -4%	B: 2%	C: 9%	D: -5%	E: -20%	F: -28%	G: -2%	H: -3%[1.53 µM]	I: -1%
CCn1c(N)cc(=O)[nH]c1=S
  A: 14%	B: 16%	C: -7%	D: -26%	E: 15%	F: ?	G: 0%	H: -10%	I: 18%
O=C(Cn1ncc2c3ccccc3n(Cc3cccc(Cl)c3)c2c1=O)N1CCCCC1
  A: .	B: -5%	C: .	D: 4%[9.22 µM]	E: ?	F: -3%	G: .	H: -4%	I: .
Cc1ccc(N2CC(C(=O)NC(C)CCc3ccccc3)CC2=O)cc1 (stereo not given)
  A: -1%	B: 2%	C: -6%	D: -5%	E: -22%	F: -7%	G: -2%	H: -13%	I: -4%
CC(=O)c1cccc(NC(=O)CC2S/C(=N/N=C/c3ccccc3)NC2=O)c1 (stereo not given)
  A: 4%	B: 2%	C: -102%[inhibitor]	D: 7%	E: 8%	F: -10%	G: -3%	H: 2%	I: 10%
CCCc1nc2ccccc2c(C(=O)OCC(=O)Nc2c(C)n(C)n(-c3ccccc3)c2=O)c1CC
  A: -8%	B: -11%	C: -1%	D: -2%	E: -19%	F: -2%	G: -2%	H: -7%	I: -8%
O=C(O)Cn1c(Cc2ccccc2)nc2ccccc21
  A: 25%	B: 3%	C: 3%	D: 4%	E: 22%	F: -3%	G: 3%	H: 26%	I: 13%
O=C(NC1CCCCC1)C1c2ccccc2C(=O)N1Cc1ccc2c(c1)OCO2 (stereo not given)
  A: 1%	B: 23%	C: -8%	D: 6%	E: 15%[0.307 µM]	F: ?	G: -4%	H: 14%[0.307 µM]	I: 6%
C=CCSc1nc(C)c(CC=C)c(=O)[nH]1
  A: 0%	B: -8%	C: -7%	D: 2%	E: -1%	F: -2%	G: 14%	H: 6%	I: 0%
CC12CCC(C(=O)Nc3c(Cl)cccc3Cl)(C(Br)C1=O)C2(C)C (stereo not given)
  A: 9%	B: 2%	C: ?	D: -2%	E: -29%	F: 15%	G: 1%	H: -9%	I: 3%
